Assay outcomes (PubChem)
BAZ2B inh – inhibitors of human BAZ2B bromodomain | AlphaScreen BAZ2B-H3K14Ac peptide displacement | Potency, µM (highest dose often 114 µM), for the others: at the highest dose activity change, negative = inhibition, hits mostly inhibitors | 4.4% of 360,000 active | AID 504333; note: potency is the fitted concentration of half-maximal effect; % is set by controls: 0 for no effect and ±100 for the full control effect; nearly all actives have a fitted effect of over 60% in size
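BAZ2B (50 nM) with biotin-H3(5-23)K14Ac peptide (50 nM) in PBS pH 7.4, 0.01% Tween-20, preformed 30 min, then compound 30 min at room temperature; top concentration 110uM. AlphaScreen streptavidin donor/nickel chelate acceptor beads (10 ug/mL final), 20 min dark, signal read.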
JMJD2A Tudor – JMJD2A Tudor domain (human) inhibition; 4.4% of 390,000 active; Potency, µM (titrated, usually from 114 µM), for inactives: at the top dose activity change, negative = inhibition, actives largely listed as inhibitors; AlphaScreen JMJD2A-Tudor / H3K4me3 peptide binding; O75164; note: potency is the fitted concentration of half-maximal effect; % is set by controls: 0 for no effect and ±100 for the full control effect; nearly all actives have a fitted effect of over 50% in size
ERG Ets-DNA blk – ERG Ets/DNA interaction inhibition; fluorescence polarization, His-ERG Ets domain / labelled DNA; AID 624246; P11308; 0.028% of 370,000 active; Potency, µM (top dose mostly 76.9 µM), without a hit: top-dose FP activity, negative = inhibition, hits mostly inhibitors; active = well fitted inhibition curve with a large enough effect in the polarisation, with a control signal flat; inconclusive = small, poorly fitted or top-dose-only effect, or effect the other way, or a change in a side signal; inactive = no such curve, though single readings can be large or run the other way; the % refers to the polarisation;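 note: polarization taken with two DNA probes labelled with fluorescein and Texas red; potency is the fitted concentration of half-maximal effect; % of control where 0% means no effect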
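His-tagged ERG Ets domain (1 uM in the protein solution; 300mM KCl, 50mM Tris-HCl, 1mM EDTA, 1mM DTT, pH 7.5) received compound, then a probe mix of 5 nM fluorescein-DNA and 100nM Texas-615-DNA. Fluorescence polarization was read for both dyes.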
G9a inh – G9a (human) methyltransferase inhibition; Potency, µM (doses to about 102 µM), for inactives: at the highest dose activity, negative = inhibition, actives largely listed as inhibitors; AID 504332; G9a H3K9 monomethylation, AlphaScreen, 2 h; 8.8% of 350,000 active; note: potency is the fitted concentration of half-maximal effect; % is set by controls: 0 for no effect and ±100 for the full control effect; nearly all actives have a fitted effect of over 75% in size
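G9a (20 nM) was preincubated 15 min with compound, then reacted 2 h at room temperature with 500 nM biotin-H3K9 peptide and 20 µM SAM. Monomethyl-H3K9 detected by AlphaScreen using anti-H3K9me1 antibody.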
12-LOX inh – inhibitors of human 12S-lipoxygenase ALOX12; Potency, µM (doses to about 108 µM), for the others: top-dose activity change, negative = inhibition, most hits filed as inhibitors; P18054; 1.1% of 580,000 active; purified 12hLO, xylenol orange hydroperoxide absorbance; note: potency is the fitted concentration of half-maximal effect; % is set by controls: 0 for no effect and ±100 for the full control effect
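Purified human 12hLO (150 nM final) in 25 mM Hepes, 0.01% Triton X-100, pH 7.0 was preincubated 15 min at room temperature with compound. Then 40 uM arachidonic acid was added, 30 min. Hydroperoxide was read by Fe-XO absorbance ratio 573/405 nm.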
HP1b chromo inh – HP1-beta chromodomain-methylated histone interaction inhibition; Potency, µM (top dose mostly 114 µM), for inactives: top-dose activity change, negative = inhibition, usual class: inhibitors; P83916; 0.56% of 390,000 active; AlphaScreen HP1-beta / biotin-H3K9me3 peptide binding; note: potency is the fitted concentration of half-maximal effect; nearly all actives have a fitted effect of over 70% in size; inactives centre near 23
Target sequence (P83916 whole entry, looked up): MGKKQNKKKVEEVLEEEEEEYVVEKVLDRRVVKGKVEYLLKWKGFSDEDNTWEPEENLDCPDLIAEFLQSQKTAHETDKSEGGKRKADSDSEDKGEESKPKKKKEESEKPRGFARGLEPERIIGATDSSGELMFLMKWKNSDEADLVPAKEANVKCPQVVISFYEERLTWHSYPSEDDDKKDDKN
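Compound inhibition of the preformed complex between 50 nM HP1-beta and 50 nM biotinylated H3K9me3 peptide was read by AlphaScreen. Buffer was PBS pH 7.4 with 0.01% Tween-20. Incubations ran 30 min at room temperature, with 10 ug/mL donor/acceptor beads.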
PI4K2A inh – blocks human PI4K2A kinase activity; Q9BTU6; purified PI4K2A, ADP-Glo luminescence, 1 h; stronger effect = lower value; activity change, negative = inhibition, % at 76.9 µM; 0.13% of 420,000 active; AID 1346378; in the data active = activity change below about -50%; inconclusive = mostly about -30% to -49%;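 note: -100% = wells without enzyme as full effect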
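ADP-Glo luminescence measured ADP generated by PI4K2A enzyme (4 ug/mL before mixing) with 1.2 mM PI substrate (pre-mix) and 300 microM ATP (pre-mix). Tris pH7.5 buffer with MgCl2, Triton X-100; 1 h reaction at ambient temperature.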
GLS inh – blocks human kidney-isoform glutaminase activity. O94925. GLS enzymatic activity, qHTS titration. Potency, µM (top dose mostly 45.5 µM), for inactives: at the top dose activity change, negative = inhibition, actives largely listed as inhibitors. 0.21% of 410,000 active. AID 624170; note: potency is the fitted concentration of half-maximal effect; % is set by controls: 0 for no effect and ±100 for the full control effect
Target sequence (O94925 whole entry, looked up, canonical isoform): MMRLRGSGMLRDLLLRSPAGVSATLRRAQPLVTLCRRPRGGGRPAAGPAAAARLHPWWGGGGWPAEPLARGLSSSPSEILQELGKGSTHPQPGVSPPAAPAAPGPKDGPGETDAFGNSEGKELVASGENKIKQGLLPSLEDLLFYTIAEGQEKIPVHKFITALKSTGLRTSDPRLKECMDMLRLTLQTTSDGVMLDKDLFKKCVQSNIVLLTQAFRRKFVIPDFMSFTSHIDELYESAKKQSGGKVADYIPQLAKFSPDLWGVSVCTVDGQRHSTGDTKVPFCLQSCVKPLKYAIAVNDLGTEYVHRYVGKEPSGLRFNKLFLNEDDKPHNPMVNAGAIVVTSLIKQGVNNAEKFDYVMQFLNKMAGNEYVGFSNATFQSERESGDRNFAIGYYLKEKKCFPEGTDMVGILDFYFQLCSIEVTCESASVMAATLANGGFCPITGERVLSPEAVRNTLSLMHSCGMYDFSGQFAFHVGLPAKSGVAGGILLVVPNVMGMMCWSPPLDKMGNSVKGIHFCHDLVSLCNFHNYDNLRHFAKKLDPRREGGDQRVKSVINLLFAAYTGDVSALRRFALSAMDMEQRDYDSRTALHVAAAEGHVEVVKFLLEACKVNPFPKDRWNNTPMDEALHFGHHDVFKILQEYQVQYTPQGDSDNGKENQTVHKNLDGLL
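hKGA in 45 mM KH2PO4 (pH 8.2), 0.02% Tween-20 with compound, then 1mM L-Glutamine (stock as added) plus glutamate oxidase/HRP/Amplex red coupling mix. Fluorescence read initially and after 30 min at RT; signal change reflects glutamate formation.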
RGS4 inh – blocks human RGS4-accelerated GTP hydrolysis; Transcreener GDP fluorescence polarization, RGS4-accelerated GTP hydrolysis; Potency, µM (doses to about 114 µM), for the others: at the top dose activity change, negative = inhibition, actives largely listed as inhibitors; 0.039% of 390,000 active; AID 504845; note: potency is the fitted concentration of half-maximal effect; % is set by controls: 0 for no effect and ±100 for the full control effect; nearly all actives have a fitted effect of over 75% in size; some results filed as inactive show a strong effect at the top dose
Target sequence (P49798 whole entry, looked up): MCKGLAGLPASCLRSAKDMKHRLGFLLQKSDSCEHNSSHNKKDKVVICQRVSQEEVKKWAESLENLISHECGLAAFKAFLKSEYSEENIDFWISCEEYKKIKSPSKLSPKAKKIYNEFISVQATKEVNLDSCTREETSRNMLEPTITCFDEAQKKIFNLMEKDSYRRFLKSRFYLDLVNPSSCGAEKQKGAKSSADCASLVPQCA
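MLSMR compounds (23 nl, pin-transferred) preincubated 10 min at room temperature with a 500nM (2x) first reagent, then RGS4 at 900nM (2x) plus Transcreener GDP mix added; fluorescence polarization (620/688 nm) read before and after 90 min at 30 °C.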
Numbers without * were called inactive; ? = inconclusive; / = not tested or not shown; & = joins results of further samples; [ ] = dose if it differs, or a comment. Unless noted, calls come from the whole dose curve; as a rule, active = well fitted curve in the direction sought with a large enough effect; inconclusive = small, poorly fitted or top-dose-only effect, or another doubt; inactive = no such curve, though single readings can be large; an effect the other way counts as inactive or inconclusive.

SMILES	BAZ2B inh	JMJD2A Tudor	ERG Ets-DNA blk	G9a inh	12-LOX inh	HP1b chromo inh	PI4K2A inh	GLS inh	RGS4 inh
COc1cccc(Cc2nc3ccccc3nc2SCC(=O)Nc2cc(OC)ccc2OC)c1	-23%	-25%	-4%	-47%[59 µM]	1%&-22%	11%[57 µM]	2	-4%	-3%
CCN(CC)C(=O)c1sc(N)c(C(=O)OC(C)C)c1C	6%	-23%	-7%	11µM*	?	-12%	2	7%	-4%
Cc1coc(C)c1C(=O)CC1(O)C(=O)N(CCc2ccccc2)c2ccccc21 (stereo not drawn)	?	-36%	7%	?	40µM*	1%	3	18%	22%
CCOC(=O)c1c(C)n(C)c2ccc(OCC(O)CNCCc3ccccc3)cc12 (stereo not drawn)	-13%	-34%	-5%	-3%[2.33 µM]	?	47%	0	-4%	-1%
CCOc1ccc(CN2CCCC(CO)(Cc3ccccc3F)C2)cc1 (stereo not drawn)	0%	-15%	-1%	10%	-4%	28%	6	10%	-11%
CCOc1ccccc1C(=O)OCC(=O)Nc1cc(S(=O)(=O)N2CCOCC2)ccc1C	11%	3%	-17%	27%[59 µM]	10%	28%	9	-10%	16%
COc1ccccc1Cc1nc2ccccc2nc1SCC(=O)NCc1ccc(C)cc1	1%	9%	-9%	1%[59 µM]	-14%	27%[57 µM]	1	-10%	7%
COc1ccc(C(=O)N2CCN(S(=O)(=O)c3ccc(C)cc3C)CC2)cc1OC	0%	-14%	-16%	?	20%	33%	2	-3%	-27%
COc1ccc(OC)c(NC(=O)C2CCCN(S(=O)(=O)c3ccc4[nH]c(=O)ccc4c3)C2)c1 (stereo not drawn)	-34%	-17%	2%	-25%[59 µM]	0%	19%	-3	2%	-7%
O=C(O)C(c1ccccc1)N1C(=O)c2ccccc2C1=O (stereo not drawn)	-21%	-2%	-4%	-29%	13%	41%[activator]	3	-1%	-13%
Cc1ccc(NC(=O)NC2CC(=O)N(c3ccc4c(c3)OCCO4)C2)c(C)c1 (stereo not drawn)	-8%	-25%	6%	6%	5%	-4%	-3	0%	24%
CCc1ccccc1N1CCN(S(=O)(=O)c2ccc(F)c(C)c2)CC1	0%	24%	-9%	-2%[12.7 µM]	?	87%[activator]	0	-4%	-20%
CCOC(=O)c1c(NC(=O)CSc2nnc(C)s2)sc2c1CCN(C)C2	-36%	?	7%	4.5µM*	7%	23%	-8	?	?
CC(NC(=O)CN1CCN(c2cccc(Cl)c2)CC1)c1ccccc1 (stereo not drawn)	6%	-12%	-8%	/	-12%	6%	2	2%	21%
Cn1nccc1NC(=O)c1nccnc1C(=O)O	?	-3%	-9%	40µM*	0%	22%	3	-19%	-4%
CCN1CCN(CCCNC(=O)C2CCCN(c3nc4c(C)cc(C)cc4s3)C2)CC1 (stereo not drawn)	4%	-19%	-4%	-22%	21%[57.4 µM]	17%	-5	5%	-8%
O=c1c(-c2ccco2)[n+]([O-])c2ccccc2n1OCc1ccccc1[N+](=O)[O-]	-33%	3%	2%	35µM*	-22%	28%	-3	-2%	-16%
Cc1cc(C)nc(/N=C(\N)Nc2ccccc2-c2ccccc2)n1	-4%	-19%[57.1 µM]	8%	/	5%	16%	0	-10%	18%
COc1ccccc1CNC(=O)[C@@H]1CCCN1S(=O)(=O)c1ccc(C)cc1	/	-6%	-5%	1%	-5%	44%[activator]	5	1%	23%
CCOc1ccc(S(=O)(=O)c2cc3cccc(OCC)c3oc2=O)cc1	1%[57.1 µM]	-10%	2%	-4%[59 µM]	-7%	34%	6	-8%	-14%
Cc1[nH]c2ccc(C(=O)N3CCN(C)CC3)cc2c1C	-22%	50µM*	2%	10%	4%&-3%	?	2	5%	-10%
c1ccc(-c2[nH]ncc2-c2nc3ccccc3[nH]2)cc1	-6%	-8%	/	-12%[12.7 µM]	?	17%	0	-7%	9%
COc1ccc(N(Cc2ccccc2)C(=O)c2ccccc2[N+](=O)[O-])cc1	?	-35%	1%	?	24%	-12%	-1	9%	6%
COC(=O)[C@@]12CCCCN1[C@H](c1ccc(-c3cccc(Cl)c3)c(OC)c1)[C@@H]1C(=O)N(C)C(=O)[C@@H]12	-21%	-21%	-13%	-48%[2.33 µM]	-18%	17%	-3	-1%	2%
CCCCN(Cc1ccco1)C(=O)C1CCCN(c2ncnc3c2nc2n3CCCCC2)C1 (stereo not drawn)	?	?	-11%	79µM*	-10%	37%	7	-5%	-3%[11.4 µM]
O=C(Cn1c(=O)n(-c2ccc(F)c(Cl)c2)c(=O)c2sc3ccccc3c21)NC1CCCCC1	2%	-2%	9%	6%[59 µM]	0%	49%[activator]	0	2%	-7%
C=CCNC(=O)c1cc(-c2cccnc2)nc2ccccc12	11%	-10%	-3%	10%	0%	15%	2	0%	-9%
CC(=O)Nc1ccc(S(=O)(=O)NCc2nc(-c3ccccc3)no2)cc1	2%	0%	5%	16%[59 µM]	1%	20%	-2	2%	10%
C[C@@H]1CN([C@H](C)CO)C(=O)c2cc(NC(=O)c3ccncc3)ccc2O[C@@H]1CN(C)C(=O)Nc1ccccc1	/	50µM*	-7%	/	?	4%	-4	-20%	-7%
O=C(Nc1c2c(nc3ccccc13)CCCC2)c1cccc([N+](=O)[O-])c1	-31%	-18%	-10%	-19%[59 µM]	-20%	2%	1	4%	-10%
CCCNC(=O)Nc1ccc2c(c1)nc(C)n2C	10%	0%	-2%	/	0%	41%[activator]	1	19%	5%
Cc1ccc(-c2nc3cccnc3s2)cc1NC(=O)C(C)C	-35%	-30%	-2%	-26%[59 µM]	-9%	2%	-3	-6%	-13%
Cc1cccc(NC(=O)c2c([N+](=O)[O-])c(C(C)(C)C)nn2C)c1	-28%	5%	-11%	-6%	24%	33%	-1	-12%	-7%
CCOc1ccc(CCN2C(=S)N([C@@H](CC(C)C)CN3CCCC3CN3C(=S)NC[C@@H]3Cc3ccc(O)cc3)C[C@@H]2CC(C)C)cc1 (stereo partly drawn)	/	?	4%	/	?	13%	1	8%	6%
C/C(=N\Nc1cc(N2CCCCC2)nc(C)n1)c1ccc(Br)cc1	?	?	-2%	-48%	?	3%	1	-1%	-16%
Cc1cccc(C)c1N1C(=O)CN(Cc2ccccc2)C1=S	-17%	5%	-8%	-1%	0%	38%	4	7%	13%
COc1ccc(Nc2nc(C)nc3sc4c(c23)CCC4)cc1O	-5%	-17%	-2%	-6%	6%	29%	5	0%	-2%
CCOC(=O)CNC(=O)c1ccc(Cl)s1	14%	-1%	0%	?	-4%	36%	-1	-6%	9%
CC(=O)c1c(N2CCOCC2)nc(=S)n(-c2cc(C)ccc2C)c1C	-6%	-6%	1%	7%[12.7 µM]	-30%[57.4 µM]	53%[activator]	2	-7%	-13%
CCOC(=O)c1ccc(NC(=O)c2cc3cc(C)ccc3n2C)cc1	0%	-4%	-2%	3%[59 µM]	-22%	55%[activator]	-2	0%	-1%
Cc1cccc(N2CCN(C(=O)COc3cc(=O)n(C)c4ccccc34)CC2)c1C	?	-26%	3%	21%[0.501 µM]	-7%	2%	-3	-1%	-9%
COc1cccc(CN(C)C(=O)c2cccc(NC(=O)CC3SC(N4CCCCC4)=NC3=O)c2)c1OC (stereo not drawn)	11%	-23%	-5%	-27%[59 µM]	?	29%	-1	0%	-2%
COc1ccccc1NC(=O)CNS(=O)(=O)c1ccccc1	-7%	-12%	1%	-49%	7%	32%	-3	0%	-23%
CN(C(=O)CCN1C(=O)/C(=C/c2ccccc2)SC1=S)C1CCS(=O)(=O)C1 (stereo not drawn)	-23%	-26%	7%	-10%[0.0925 µM]	-2%	26%	1	8%	28%
O=C(Cn1c(=O)n(CC(=O)NCc2ccccc2)c2ccccc21)NCc1ccccc1	3%	?	1%	13%[59 µM]	0%	2%	-12	-1%	-7%
CC(C)N=C1SC(CC(=O)Nc2ccccc2)C(=O)N1C(C)C (stereo not drawn)	-19%	1%	-3%	?	-3%	59%[activator]	3	5%	17%[11.4 µM]
Cc1ccccc1SCC(=O)OCC(=O)NCCNC(=O)COC(=O)CSc1ccccc1C	-13%	-9%	6%	50µM*	?	37%	0	-10%	-4%
O=C(O)CCCCCNS(=O)(=O)c1ccc2c(c1)OCCO2	-2%	1%	26%	11%	-6%	44%[activator]	0	2%	19%

Quoted from the results shown for reference:
SMILES	BAZ2B inh	JMJD2A Tudor	ERG Ets-DNA blk	G9a inh	12-LOX inh	HP1b chromo inh	PI4K2A inh	GLS inh	RGS4 inh
Cc1ccccc1SCC(=O)OCC(=O)NCCNC(=O)COC(=O)CSc1ccccc1C	-13%	-9%	6%	50µM*	?	37%	0	-10%	-4%
O=C(O)CCCCCNS(=O)(=O)c1ccc2c(c1)OCCO2	-2%	1%	26%	11%	-6%	44%[activator]	0	2%	19%

These rows are one share of the data. The share of hits here may be higher or lower than overall.
